High-throughput results deposited in PubChem BioAssay by National Center for Advancing Translational Sciences (NCATS).
GCN5L2 inh – blocks human GCN5L2 histone acetyltransferase | Q92830 | GCN5L2 HAT assay, ThioGlo1 CoA-SH fluorescence | Potency, µM (highest dose often 58.9 µM), inactives show at the top dose activity change, negative = inhibition, most hits filed as inhibitors | 0.21% of 390,000 active | AID 504327
Target sequence (Q92830 whole entry, looked up): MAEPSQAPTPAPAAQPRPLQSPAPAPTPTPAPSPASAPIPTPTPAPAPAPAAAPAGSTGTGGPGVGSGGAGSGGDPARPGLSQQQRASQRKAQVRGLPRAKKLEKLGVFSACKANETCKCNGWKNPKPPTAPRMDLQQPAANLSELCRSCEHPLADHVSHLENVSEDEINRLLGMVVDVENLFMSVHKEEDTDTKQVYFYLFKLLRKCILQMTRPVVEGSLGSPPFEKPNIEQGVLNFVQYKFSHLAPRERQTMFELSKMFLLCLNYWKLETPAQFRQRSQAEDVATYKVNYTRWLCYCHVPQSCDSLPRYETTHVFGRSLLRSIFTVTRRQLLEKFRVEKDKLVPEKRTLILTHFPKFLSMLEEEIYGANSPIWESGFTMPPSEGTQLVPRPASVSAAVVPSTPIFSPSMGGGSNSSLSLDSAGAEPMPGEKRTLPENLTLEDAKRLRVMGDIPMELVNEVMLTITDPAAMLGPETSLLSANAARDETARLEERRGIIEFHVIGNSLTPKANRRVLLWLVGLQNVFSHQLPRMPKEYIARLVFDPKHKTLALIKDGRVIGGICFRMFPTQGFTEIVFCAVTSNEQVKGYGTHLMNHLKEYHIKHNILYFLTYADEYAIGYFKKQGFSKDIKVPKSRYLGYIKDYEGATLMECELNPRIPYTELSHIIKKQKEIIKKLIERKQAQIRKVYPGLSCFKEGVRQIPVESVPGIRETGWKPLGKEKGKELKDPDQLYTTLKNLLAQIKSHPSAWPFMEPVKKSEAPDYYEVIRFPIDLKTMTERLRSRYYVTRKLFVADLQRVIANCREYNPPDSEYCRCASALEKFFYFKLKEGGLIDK
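qHTS, 1536-well. 20nM enzyme, pH 7.5 HEPES/EDTA/Tween-20 buffer; 15 min compound preinc., RT. Start: 75uM H3(1-25), 70uM AcCoA, 50uM ThioGlo1. Read Ex340/Em540 at t=0 (autofluorescence flag) and t=20 min.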
TDP1 cell CPT – DT40-hTDP1 cell growth loss with CPT; chicken DT40 Tdp1-/-;hTDP1 cells + 20 nM CPT, ATP luminescence, 48 h; Potency, µM (series often up to 46.2 µM), inactives show at the highest dose activity change, negative = growth inhibition, hits mostly inhibitors; 12% of 420,000 active; AID 686979; note: nearly all actives have a fitted effect of over 55% in size
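Chicken DT40 Tdp1-/- cells stably complemented with human TDP1 were seeded at 400 cells/well in medium containing 20 nM camptothecin, exposed to pin-transferred compounds, and grown at 37 °C for at least 48 hr. Viability was read as ATP luminescence.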
DT40 TDP1 no CPT – qHTS for Inhibitors of human tyrosyl-DNA phosphodiesterase 1 (TDP1): qHTS in cells in absence of CPT; DT40 Tdp1-/- hTDP1 cells, no CPT, ATP luminescence, 48 h; Potency, µM (titrated, usually from 46.2 µM), without a hit: top-dose activity change, negative = growth inhibition, hits mostly inhibitors; 15% of 420,000 active; AID 686978, 2013; note: nearly all actives have a fitted effect of over 55% in size
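Cells were dispensed at 400 per well, compounds added by pin tool, plates incubated ≥48 hr at 37 °C, then CellTiter-Glo added for 30 min at room temperature before luminescence reading. Line: DT40 Tdp1-/- complemented with hTDP1; camptothecin omitted.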
* hit, by the source's call; & = joins results of further samples. Calls come from the whole dose curve; as a rule, active = well fitted curve in the direction sought with a large enough effect; inconclusive = small, poorly fitted or top-dose-only effect, or another doubt; inactive = no such curve, though single readings can be large; an effect the other way counts as inactive or inconclusive. % is set by controls: 0 for no effect and ±100 for the full control effect; potency is the fitted concentration of half-maximal effect.

For O=C(C1CCN(S(=O)(=O)c2c(Cl)cccc2Cl)CC1)N1CCCCCCC1 the results were GCN5L2 inh -0.3%, TDP1 cell CPT -20.7% and DT40 TDP1 no CPT inconclusive.
Cc1cc(C)n2c(C)nnc2c1 was read as GCN5L2 inh -14.8%, TDP1 cell CPT -4.3% and DT40 TDP1 no CPT -20.2%.
`Cc1ccc(-n2c(COc3ccccc3)nnc2SCC(=O)O)cc1` gave TDP1 cell CPT -4.1% and DT40 TDP1 no CPT -3.9%.
CC(C)(O)C#Cc1ccc(C(=O)N2CCCC2C(=O)O)s1 (centres undefined) was read as GCN5L2 inh -4.8%, TDP1 cell CPT -28.3% and DT40 TDP1 no CPT -16.2%.
`CC1=C(C(N)=O)C(c2ccccc2Br)n2ncnc2N1` (centres undefined) gave GCN5L2 inh 18.4%, TDP1 cell CPT 1.8% and DT40 TDP1 no CPT -1.6%.
Screening COc1ccc(-n2c(C)cc(/C=C3\SC(=S)N(Cc4ccco4)C3=O)c2C)cc1 returned GCN5L2 inh -1.6%, TDP1 cell CPT inconclusive and DT40 TDP1 no CPT inconclusive.
For Oc1c(Br)cc(/C=N/Nc2ccc(Cl)nn2)cc1Br the results were GCN5L2 inh -1.1%, TDP1 cell CPT 8.5% and DT40 TDP1 no CPT inconclusive.
Screening N#CCSc1nc2c(c(=O)n1Cc1ccco1)C1(CCCC1)Cc1ccccc1-2 returned GCN5L2 inh -16.0%, TDP1 cell CPT -0.5% and DT40 TDP1 no CPT -5.4%.
Screening Cc1ccc(-c2csc3ncn(CC(=O)N4CCOCC4)c(=O)c23)cc1 returned GCN5L2 inh -0.3%, TDP1 cell CPT 0.8% and DT40 TDP1 no CPT 5.0%.
`COc1cc2c3c(c1OC)C1(C=CC(=NO)C=C1)CC3N(C(C)=O)CC2` (centres undefined) gave GCN5L2 inh -19.0%, TDP1 cell CPT 1.7% and DT40 TDP1 no CPT -1.6%.
`COc1ccc(C2C(C#N)=C(N)Nc3onc(C(C)(C)C)c32)c(OC)c1` (centres undefined) gave GCN5L2 inh -1.2%, TDP1 cell CPT inconclusive and DT40 TDP1 no CPT 18.4µM*.
`O=C(Oc1ccccc1Cl)c1ccc(N2CCOCC2)c([N+](=O)[O-])c1` gave GCN5L2 inh 0.7%, TDP1 cell CPT -13.1% and DT40 TDP1 no CPT -15.9%.
`Cc1ccc2nc3sc(C(=O)N4CCCc5ccccc54)c(N)c3cc2c1` gave GCN5L2 inh -1.0%, TDP1 cell CPT inconclusive and DT40 TDP1 no CPT 14.6µM*.
CC1(C)CC(=O)C2=C(C1)NCN(Cc1ccccc1)C2 was read as GCN5L2 inh 1.8%, TDP1 cell CPT -26.9% and DT40 TDP1 no CPT -12.1%.
`CSc1ccc(/C=C(/NC(=O)c2ccccc2)C(=O)NCCCn2ccnc2)cc1` gave GCN5L2 inh -0.4%, TDP1 cell CPT 13.9% and DT40 TDP1 no CPT 0.4%.

Nothing new here: an excerpt of the list.
CC1(C)CC(=O)C2=C(C1)NCN(Cc1ccccc1)C2 was read as GCN5L2 inh 1.8%, TDP1 cell CPT -26.9% and DT40 TDP1 no CPT -12.1%.
`CSc1ccc(/C=C(/NC(=O)c2ccccc2)C(=O)NCCCn2ccnc2)cc1` gave GCN5L2 inh -0.4%, TDP1 cell CPT 13.9% and DT40 TDP1 no CPT 0.4%.

(list continues)
`O=C(NCCc1ccccc1)c1cc(-c2ccccc2)c(N2CCOCC2)s1` gave TDP1 cell CPT inconclusive and DT40 TDP1 no CPT 16.4µM*.
For COc1ccc(/C=N\NC(=O)c2ccc(F)cc2)cc1COc1cc(F)ccc1[N+](=O)[O-] the results were GCN5L2 inh -2.5%, TDP1 cell CPT inconclusive and DT40 TDP1 no CPT inconclusive.
O=C(NCc1cccnc1)C(=O)Nc1ccc([N+](=O)[O-])cc1 was read as GCN5L2 inh -1.0%, TDP1 cell CPT -7.8% and DT40 TDP1 no CPT -16.0%.
For CCOc1ccc(NC(=O)CN(C)C(=O)CCNC(=O)c2ccco2)cc1OCC the results were GCN5L2 inh -2.8%, TDP1 cell CPT 11.9% and DT40 TDP1 no CPT 15.1%.
O=S(=O)(c1ccc(Cl)cc1)N1CCC2(CC1)OCCN2S(=O)(=O)c1cccs1 was read as GCN5L2 inh -13.7%, TDP1 cell CPT inconclusive and DT40 TDP1 no CPT 18.4µM*.
`C/C=C\C(=O)Nc1cccc(C2=NOC3(C2)C[C@H](C(N)=O)N(C(=O)Cc2ccc([N+](=O)[O-])cc2)C3)c1` (some centres undefined) gave GCN5L2 inh 1.6%, TDP1 cell CPT -17.3% and DT40 TDP1 no CPT -19.2%.
COc1ccc(CCNC(=O)C2=C(C)C(=O)OC23CCCCC3)c(OC)c1 was read as GCN5L2 inh 4.2%, TDP1 cell CPT inconclusive and DT40 TDP1 no CPT inconclusive.
Screening COc1ccc(CNC(=O)[C@H](C)NC(=O)C2CCN(C(=O)[C@@H](N)CCSC)CC2)cc1 returned GCN5L2 inh -18.3%, TDP1 cell CPT 11.7% and DT40 TDP1 no CPT 10.7%.
`COc1cccc(NC(=O)c2ccccc2NS(C)(=O)=O)c1` gave GCN5L2 inh -10.6%, TDP1 cell CPT inconclusive and DT40 TDP1 no CPT 20.6µM*.
For O=C(NC1CCCCC1)C(c1cccnc1)N(CCc1ccccc1)C(=O)Cc1cccs1 (centres undefined) the results were GCN5L2 inh -0.4%, TDP1 cell CPT inconclusive and DT40 TDP1 no CPT 10.3µM*.
`O=C(CSCc1cccc(Cl)c1)N1CCN(Cc2ccc3c(c2)OCO3)CC1` gave GCN5L2 inh -10.7%, TDP1 cell CPT -19.3% and DT40 TDP1 no CPT -24.5%.
`COc1cc(-c2[nH]nc3c2C(c2ccco2)C(C#N)=C(N)O3)cc(OC)c1OC` (centres undefined) gave GCN5L2 inh -2.3%, TDP1 cell CPT -14.0% and DT40 TDP1 no CPT -22.3%.
For c1ccc(-c2nc(NCC3CCCO3)c3ccccc3n2)nc1 (centres undefined) the results were GCN5L2 inh -1.2%, TDP1 cell CPT 5.17µM* and DT40 TDP1 no CPT 4.61µM*.
O=C(CCn1nc(-c2ccccc2)c2ccccc2c1=O)N1CCN(c2ccccc2)CC1 was read as GCN5L2 inh 4.1%, TDP1 cell CPT 16.4µM* and DT40 TDP1 no CPT 23.1µM*.
`Cc1ccc(C(C(=O)NC2CCCC2)N2CCCCC2)cc1` (centres undefined) gave GCN5L2 inh -8.6%, TDP1 cell CPT 4.6% and DT40 TDP1 no CPT -21.2%.

The final three entries of the part above lead into the next:
For c1ccc(-c2nc(NCC3CCCO3)c3ccccc3n2)nc1 (centres undefined) the results were GCN5L2 inh -1.2%, TDP1 cell CPT 5.17µM* and DT40 TDP1 no CPT 4.61µM*.
O=C(CCn1nc(-c2ccccc2)c2ccccc2c1=O)N1CCN(c2ccccc2)CC1 was read as GCN5L2 inh 4.1%, TDP1 cell CPT 16.4µM* and DT40 TDP1 no CPT 23.1µM*.
`Cc1ccc(C(C(=O)NC2CCCC2)N2CCCCC2)cc1` (centres undefined) gave GCN5L2 inh -8.6%, TDP1 cell CPT 4.6% and DT40 TDP1 no CPT -21.2%.
CC(=O)c1cccc(NS(=O)(=O)c2cc3c(cc2C)N(C(C)=O)CCO3)c1 was read as GCN5L2 inh -4.7%&-14.4%, TDP1 cell CPT inconclusive and DT40 TDP1 no CPT inconclusive.
For CCn1c(CCC(N)=O)nnc1SCC(=O)c1cc(C)n(C2CC2)c1C the results were GCN5L2 inh -5.3%, TDP1 cell CPT 7.9% and DT40 TDP1 no CPT -7.5%.
`COc1ccc(NC(=O)CCc2c(C)nc3c(c2C)c(=O)n(C)c(=O)n3C)cc1OC` gave GCN5L2 inh 0.5%, TDP1 cell CPT 10.9% and DT40 TDP1 no CPT inconclusive.
COc1ccc(C(=O)Nc2ccc(Cl)c(S(=O)(=O)N3CCOCC3)c2)cc1 was read as GCN5L2 inh 6.8%, TDP1 cell CPT inconclusive and DT40 TDP1 no CPT inconclusive.
Screening Cc1cc(SCC(=O)NCC(c2cccs2)N2CCOCC2)c(C)cc1Br (centres undefined) returned GCN5L2 inh -9.0%, TDP1 cell CPT inconclusive and DT40 TDP1 no CPT 18.4µM*.
`CCN(C(=O)COC(=O)c1cc(S(=O)(=O)N2CCc3ccccc32)ccc1OC)C1CCS(=O)(=O)C1` (centres undefined) gave GCN5L2 inh 2.6%, TDP1 cell CPT 1.4% and DT40 TDP1 no CPT 0.8%.
For CCCC1C(c2ccc(OC)cc2)C(C#N)(C#N)C2(C#N)CC1(N)NC2=O (centres undefined) the results were GCN5L2 inh 1.2%, TDP1 cell CPT -3.9% and DT40 TDP1 no CPT 3.5%.
CC(/C=C/c1ccccc1)=N\NC(=S)NC(C)C was read as GCN5L2 inh -14.1%, TDP1 cell CPT 10.3µM* and DT40 TDP1 no CPT 10.3µM*.
Screening CCOC(=O)Cc1csc(NC(=O)c2cccc(OC)c2)n1 returned GCN5L2 inh -1.4%, TDP1 cell CPT -29.4% and DT40 TDP1 no CPT inconclusive.
For COc1ccc(NC(=O)CSc2nnc(-c3nonc3NC(C)=O)n2-c2ccccc2)cc1 the results were GCN5L2 inh -12.9%, TDP1 cell CPT inconclusive and DT40 TDP1 no CPT inconclusive.
For COc1ccc(C(=O)COC(=O)CCN=C2NS(=O)(=O)c3ccccc32)c(OC)c1 the results were GCN5L2 inh 0.8%, TDP1 cell CPT -6.8% and DT40 TDP1 no CPT -3.8%.
`COC(=O)C1=C(C)N(Cc2ccccc2)C(=NCc2ccco2)N[C@H]1c1cccc(F)c1` gave GCN5L2 inh -7.1%, TDP1 cell CPT 11.6µM* and DT40 TDP1 no CPT 18.4µM*.
Screening COC(=O)c1ccccc1CSc1nsc(/C=C/N(C)C)c1C#N returned GCN5L2 inh -11.7%, TDP1 cell CPT -0.8% and DT40 TDP1 no CPT 11.7%.
Screening CCn1ncc([N+](=O)[O-])c1C(=O)N1CCCC1 returned GCN5L2 inh 2.1%, TDP1 cell CPT -5.0% and DT40 TDP1 no CPT 15.5%.
COc1ccc(Cl)cc1NC(=S)Nc1cccnc1 was read as GCN5L2 inh -6.6%, TDP1 cell CPT -4.7% and DT40 TDP1 no CPT -10.4%.
`COc1ccccc1Nc1nn2c(=O)c3ccc(C(=O)NCCC4=CCCCC4)cc3nc2s1` gave GCN5L2 inh 2.1%, TDP1 cell CPT 1.46µM* and DT40 TDP1 no CPT 3.26µM*.
COc1cccc(OC)c1Oc1ccc(C(F)(F)F)cn1 was read as GCN5L2 inh -0.2%, TDP1 cell CPT 0.0% and DT40 TDP1 no CPT -6.7%.
For Cc1cc(C(=O)O)ccc1-c1ccc(/C=C2\NC(=O)N(Cc3ccccc3Cl)C2=O)o1 the results were GCN5L2 inh inconclusive, TDP1 cell CPT 23.3% and DT40 TDP1 no CPT -12.8%.
COC(=O)c1scc(C)c1NC(=O)C1CCCCC1 was read as GCN5L2 inh -6.3%, TDP1 cell CPT 1.5% and DT40 TDP1 no CPT 0.0%.
For O=c1c(-c2ccc(F)cc2)[n+]([O-])c2ccccc2n1OCc1ccccn1 the results were GCN5L2 inh -3.5%, TDP1 cell CPT inconclusive and DT40 TDP1 no CPT inconclusive.
Screening Cc1ccc(S(=O)(=O)N2CCN(C(=O)CSc3nc4ccccc4o3)C2)cc1 returned GCN5L2 inh -0.2%, TDP1 cell CPT inconclusive and DT40 TDP1 no CPT inconclusive.
For CCOCCOC(=O)C1=C(C)N(C)C(=O)NC1c1ccccc1F (centres undefined) the results were GCN5L2 inh 3.0%, TDP1 cell CPT -20.7% and DT40 TDP1 no CPT -14.8%.
For C=CCn1c(COc2ccc(CC)cc2)nnc1SC/C(O)=C(\C#N)c1nc2ccccc2[nH]1 the results were GCN5L2 inh -7.0%, TDP1 cell CPT -1.2% and DT40 TDP1 no CPT -23.3%.
`CCc1c(C)nc(SCC(=O)Nc2ccc(Br)cc2)[nH]c1=O` gave GCN5L2 inh -9.4%, TDP1 cell CPT -17.3% and DT40 TDP1 no CPT -22.2%.
Cc1nn(-c2ccccc2)c(Cl)c1C(=O)NCC1CCCO1 (centres undefined) was read as GCN5L2 inh 1.3%, TDP1 cell CPT -9.1% and DT40 TDP1 no CPT -5.0%.
`O=C(CC1c2ccccc2Oc2ccccc21)Nc1ccccc1C(F)(F)F` gave GCN5L2 inh 2.1%, TDP1 cell CPT -25.9% and DT40 TDP1 no CPT -27.7%.
`NS(=O)(=O)c1ccc(NC(=O)/C(=C/c2ccncc2)NC(=O)c2ccccc2)cc1` gave GCN5L2 inh -18.9%, TDP1 cell CPT -3.6% and DT40 TDP1 no CPT -7.9%.

Only part of the results is shown; the hit share may differ from the screen's.
